# Rpn11 inh – Rpn11 (human) deubiquitinase inhibition | O00487 | human 26S proteasome, Ub4-pepOG fluorescence polarization; 20S core pre-blocked with epoxomicin | calls only at 20 µM | hit rate 0.59% among 360,000 | AID 588493;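 active = inhibition at 20 µM, scaled to each plate's controls, above about 33%, limit read from the data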
# Target sequence (O00487 whole entry, looked up): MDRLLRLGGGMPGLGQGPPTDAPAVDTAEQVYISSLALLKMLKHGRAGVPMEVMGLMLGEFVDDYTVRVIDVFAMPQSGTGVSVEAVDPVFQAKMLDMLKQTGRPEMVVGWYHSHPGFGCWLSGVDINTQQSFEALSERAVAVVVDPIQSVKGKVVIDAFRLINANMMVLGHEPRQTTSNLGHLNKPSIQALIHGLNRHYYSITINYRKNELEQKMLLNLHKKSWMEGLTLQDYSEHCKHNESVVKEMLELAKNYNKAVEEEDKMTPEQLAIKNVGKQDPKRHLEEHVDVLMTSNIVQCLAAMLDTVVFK
# Scp-1 inhibitor – inhibitors of human Scp-1 phosphatase; AID 493091; hit rate 0.88% among 340,000; inhibition, % at 20 µM; Recombinant Scp1, phosphopeptide, malachite green phosphate absorbance;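 active = inhibition above about 50% at 20 µM, limit read from the data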;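 also: plate controls were DMSO wells with enzyme for no effect and wells lacking enzyme for full effect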
#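 Test system: SCP-1 phosphatase catalytic domain, residues 76-261; measured by: colorimetric phosphate reagent with accelerator and stabiliser, absorbance at 630 nm; timing: enzyme reaction 45 min at room temperature, colour 5 min, stabilisation 30 min; also added: Phosphorylated 17-residue peptide substrate; compound dosing: one concentration, 20 µM, with 1.0% DMSO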
# NadD block – blocks S. aureus nicotinate mononucleotide adenylyltransferase; purified NadD enzyme, colorimetric absorbance read-out; AID 602399; inhibition, % at 20 µM; hit rate 0.78% among 360,000; in the data active = inhibition above about 26%; also: some compounds past the cut are filed as inactive
# TbMetRS inhib – blocks T. brucei methionyl-tRNA synthetase activity | purified T. brucei MetRS, ATP depletion, Kinase-Glo luminescence | inhibition, % at 11.9 µM | hit rate 0.4% among 360,000 | AID 624268;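 active = inhibition above a per-plate cutoff of the control wells' mean inhibition plus 3 SD, cut at about 5.5% in these data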;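 also: 0% = DMSO wells median and 100% = median of wells with control inhibitor compound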
#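 Material: parasite MetRS enzyme / Replication: singlicate, one well per compound / Signal: luminescence of leftover ATP / Schedule: 2 h aminoacylation at 25 °C after 15 min preincubation / Medium: HEPES-MgCl2-KCl buffer plus DTT, spermine, BSA, pyrophosphatase / Doses: 11.9 µM single point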
# CSN inh – blocks human CSN-mediated cullin deneddylation; Purified CSN, SCF-Nedd8-OG deneddylation, fluorescence polarization; inhibition, % at 12.5 µM; hit rate 0.38% among 360,000; AID 651999;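 active = pattern-corrected inhibition above about 35%, with an unprinted fluorescence ratio check between 0.5 and 1.5, limit read from the data, passing the limit was not always enough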;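 also: 0% = enzyme with substrate and 100% = substrate without enzyme; some results filed as inactive read as strong as hits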
#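 Assay system: purified human Csn5 enzyme expressed in HEK293T cells; Input: 0.24 nM Csn5 enzyme, final concentration; Reagent: 10 nM SCFSkp2-Nedd8OG; Compound dosing: 12.5 µM single point; Times: reaction 90 min, room temperature; Technique: fluorescence polarization readout.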
# LMPTP block – blocks human LMPTP phosphatase | inhibition, % at 20 µM | hit rate 0.22% among 360,000 | recombinant LMPTP-A, OMFP fluorogenic substrate, fluorescence intensity | AID 651560;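 active = compounds that cut the enzyme signal by at least half of the control window in the single-dose screen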;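 also: plate controls were DMSO wells with enzyme plus substrate for no effect and substrate without enzyme for full effect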
# Target sequence (P24666 whole entry, looked up): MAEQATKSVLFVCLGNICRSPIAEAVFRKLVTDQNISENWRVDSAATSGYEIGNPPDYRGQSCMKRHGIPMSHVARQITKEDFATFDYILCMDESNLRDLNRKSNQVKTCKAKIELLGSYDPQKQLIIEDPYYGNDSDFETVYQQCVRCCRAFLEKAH
#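 material = LMPTP-A | quantity = 0.625 nM enzyme | reagent = OMFP substrate, 400 µM final | buffer or medium = Bis-Tris pH 6.0, DTT, detergent | detection = endpoint fluorescence intensity from OMFP dephosphorylation | dosing = single 20 µM dose | read-out basis = % inhibition relative to no-enzyme and uninhibited control wells | control set = no-enzyme and uninhibited controls | timing = 50 min at room temperature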
# STEP block – blocks human striatal-enriched tyrosine phosphatase. P54829. recombinant STEP, OMFP fluorogenic substrate, fluorescence. inhibition, % at 20 µM. hit rate 0.25% among 360,000;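 active = inhibition at 20 µM, scaled per plate between control wells, above about 37%, limit read from the data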;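 also: 0% = DMSO with enzyme and substrate and 100% = substrate only without enzyme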
# Target sequence (P54829 whole entry, looked up): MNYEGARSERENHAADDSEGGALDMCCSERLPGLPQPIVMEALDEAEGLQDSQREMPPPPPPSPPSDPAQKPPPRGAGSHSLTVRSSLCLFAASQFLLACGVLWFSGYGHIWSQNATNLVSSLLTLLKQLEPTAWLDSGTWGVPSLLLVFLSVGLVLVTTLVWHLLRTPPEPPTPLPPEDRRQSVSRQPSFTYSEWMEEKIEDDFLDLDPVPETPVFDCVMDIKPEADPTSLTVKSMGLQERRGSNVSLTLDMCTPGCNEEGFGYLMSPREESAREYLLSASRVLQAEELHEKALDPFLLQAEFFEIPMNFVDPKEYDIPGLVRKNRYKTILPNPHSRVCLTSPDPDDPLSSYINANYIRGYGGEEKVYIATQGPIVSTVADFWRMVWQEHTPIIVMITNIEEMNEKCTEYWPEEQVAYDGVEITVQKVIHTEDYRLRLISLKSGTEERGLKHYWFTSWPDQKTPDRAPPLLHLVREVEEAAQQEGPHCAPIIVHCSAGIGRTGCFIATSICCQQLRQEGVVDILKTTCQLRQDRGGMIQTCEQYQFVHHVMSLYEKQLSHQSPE
#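 System: isolated STEP enzyme; schedule: 20 min enzyme reaction at room temperature, protected from light; medium: Bis-Tris buffer pH 6.0, 2.5 mM DTT, 0.005% Tween 20; signal: fluorescence, 480/540 nm; dosing: single compound dose of 20 µM, 1% DMSO final; also added: OMFP substrate, 25 µM final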
# SUMO1-SIM PPI – alters human SUMO1 binding to SIM partners; SUMO1 binding to a labelled peptide, TR-FRET, 1 h; inhibition, % at 20 µM; hit rate 0.33% among 360,000; in the data active = inhibition above about 37%
# MLLE-PAM2 inh – blocks PAM2 peptide binding to the PABP1 MLLE domain. inhibition, % at 20 µM. hit rate 0.36% among 360,000. GST-MLLE / FITC-PAM2 fluorescence polarization; in the data active = inhibition above about 35%, passing the limit was not always enough;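 also: plate controls were DMSO wells with GST-MLLE for no effect and wells lacking GST-MLLE protein for full effect; some results filed as inactive read as strong as hits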
# DNMT1 inh – DNMT1 (human) enzyme inhibition | P26358 | DNMT1 molecular beacon, Hinp1I cleavage, fluorescence | inhibition (reported as % activation of signal), % at 10 µM | hit rate 0.83% among 360,000; in the data active = inhibition above about 50%
# Active calls of the source: *; i = inactive; + = active, no number. Rows are unselected (roughly 3.6% active in at least one column).
TbMetRS inhib | DNMT1 inh | Scp-1 inhibitor | CSN inh | SUMO1-SIM PPI | STEP block | MLLE-PAM2 inh | NadD block | LMPTP block | Rpn11 inh | Compound
1.9 | -1 | 1 | 0 | 9 | 1 | -3 | 10 | -0.3 | i | COC(c1ccc(Cl)cc1)(c1ccc(Cl)cc1)C(Oc1nccc(C)n1)C(=O)O (stereo not given)
-0.7 | 1 | -6 | -1 | -2 | 2 | -9 | 3 | 1.6 | i | Cc1c(C(=O)Nc2ccc(Cl)cc2)c2ccccn2c1C(=O)c1ccc(F)cc1
0.2 | -3 | -7 | 7 | 4 | 6 | 34 | 7 | 0.5 | i | CCN(CC)C(=O)c1cc(Cl)ccn1
-0.5 | 3 | -6 | -3 | 10 | -3 | 3 | 1 | -0.1 | i | COc1ccc(CC(C(=O)Nc2ccc(OC)cc2)c2nn[nH]n2)cc1 (stereo not given)
-0.1 | 0 | -7 | -11 | 1 | -1 | -3 | 0 | -0.8 | i | CC(Cl)C(=O)Nc1cc(C(F)(F)F)ccc1N1CCOCC1 (stereo not given)
0.1 | 1 | 1 | 7 | 5 | -1 | -8 | 1 | 0.2 | i | O=c1[nH]c(SCc2cccc(Cl)c2)nc2[nH]ncc12
-0.2 | 0 | -5 | -1 | -23 | 0 | -10 | 0 | 5.0 | i | COc1cc([N+](=O)[O-])ccc1NC(=O)Nc1cccnc1
-0.6 | 1 | -1 | 1 | -2 | 0 | 22 | 0 | -0.5 | i | Cc1ccc(C(=O)OCC(=O)NC2CCCCCC2)c(C)c1
-0.8 | 2 | -2 | 0 | -3 | 3 | -5 | 18 | 5.2 | i | CC(C)(C)c1ccc(CN(Cc2ccco2)Cc2nnnn2C2CCCC2)cc1
-1.1 | 4 | -3 | 0 | -3 | -7 | -4 | 5 | -2.4 | i | Cc1ccc(NC(=O)ON=C2CCCC2)cc1
0.6 | 0 | -2 | 3 | 0 | -1 | -10 | -7 | -1.6 | i | CCn1c(CC(=O)Nc2ccc(C)cc2)nnc1SCC(=O)NCCc1ccccc1
0.8 | 4 | -1 | -2 | 11 | -2 | 18 | -3 | -0.7 | i | Cc1oc(-c2ccc3c(c2)OCCO3)cc1C(=O)NC(Cc1ccccc1)C(=O)O (stereo not given)
23* | 1 | -2 | -10 | -19 | -1 | -28 | 1 | -0.6 | i | NC1=NC(=O)S/C1=C\c1ccc(O)cc1
-1.3 | -10 | -12 | -3 | -12 | 2 | 0 | 2 | 4.5 | i | Cn1c(=O)n(C)c2cc([N+](=O)[O-])c(N3CCN(S(=O)(=O)c4ccc(C(C)(C)C)cc4)CC3)cc21
-0.6 | 2 | -1 | 0 | 0 | -2 | -35 | 5 | 0.3 | i | Cc1ccc(S(=O)(=O)Oc2ccccc2/C=N/NC(N)=S)cc1
-0.2 | 0 | 9 | -2 | 0 | -2 | -74 | 2 | -0.5 | i | CC(OC(=O)CCCN=C1NS(=O)(=O)c2ccccc21)C(=O)Nc1ccc(F)c(F)c1F (stereo not given)
0.6 | -1 | -7 | 1 | -9 | 1 | -2 | 0 | -0.4 | i | CCn1ccnc1CN(C)C(=O)c1ccc2nc(Cc3ccc(OC)cc3)oc2c1
-0.3 | 0 | 1 | 0 | -4 | 0 | -16 | 6 | 0.7 | i | Cc1c(N2C(=O)CS/C2=N\N=C\c2ccc(Br)cc2)c(=O)n(-c2ccccc2)n1C
0.2 | -4 | -5 | -1 | -3 | 0 | -6 | -6 | 1.0 | i | NC(=O)C(c1ccc(Cl)cc1)c1ccc(Sc2ccc(Cl)cc2)nn1 (stereo not given)
-1.5 | 5 | -1 | 3 | 0 | 1 | 8 | 5 | -0.5 | i | CCOc1ccc(NC(=O)CSc2nc(C)c3c(c2C#N)CCCC3)cc1
-0.5 | -1 | 13 | 2 | -2 | 5 | -1 | 6 | -0.6 | i | CC(C)OCCCNc1ncc2c(n1)CC(c1ccccc1)CC2=O (stereo not given)
-1.2 | 2 | -2 | 5 | 1 | 2 | 6 | 5 | -1.3 | i | COc1ccc(CC(=O)NCc2nnc(SCc3ccc(C)cc3)n2C)cc1
0.2 | 5 | -3 | 9 | 3 | 1 | -7 | 16 | 4.8 | i | Cc1ccc(-n2nc3ccc(NC(=S)NC(=O)/C=C/c4ccco4)cc3n2)cc1
-0.1 | 2 | -5 | 0 | 4 | 0 | 10 | -2 | -0.5 | i | CCN(CC)C(=O)Cn1c(=O)n(CC(=O)N2CCCCC2)c(=O)c2sccc21
0.4 | -7 | -7 | 4 | 0 | 1 | -5 | 35* | 3.9 | i | COc1cc(/C=N/NC(=O)Cn2nc([N+](=O)[O-])cc2C)cc(Br)c1OCc1ccccc1
0.9 | 2 | -1 | 3 | -1 | -4 | 4 | 0 | -0.4 | i | O=c1[nH]c2ccccc2n1CCCN1CCCCC1
-1.0 | -2 | -8 | 4 | 21 | 2 | 9 | 36* | 21 | i | Cc1onc(-c2ccccc2)c1C(=O)NC(=S)Nc1sc2c(c1C#N)CCC(C)C2 (stereo not given)
-0.4 | 0 | -3 | 6 | -21 | 3 | -39 | 5 | 11 | + | CCCN(CCC)CC(O)Cn1cc(/C=C/C(=O)c2ccccc2)c2ccccc21 (stereo not given)
-0.7 | 1 | 6 | -6 | 11 | 3 | -16 | -1 | -1.4 | i | Cc1cccc(Oc2ccc3c(c2)cc(C(=O)O)n3C)c1
-0.2 | 3 | -11 | 5 | -4 | -1 | 2 | 0 | -0.8 | i | Cc1cccc(C)c1-n1c(C)nn(CC#N)c1=O
1.1 | -2 | 0 | 4 | 0 | 0 | -46 | 0 | -0.7 | i | CC1CCCC(C)N1C(=S)NCc1ccco1 (stereo not given)
0.0 | 7 | -7 | -10 | -2 | 0 | -13 | -4 | -0.1 | i | CCc1cccc(NC(=O)Cn2c(-c3ccccc3)cc(C(C)=O)c2C)c1
-0.6 | 1 | -5 | 0 | 0 | -3 | 3 | -5 | 0.2 | i | CCOC(=O)c1ccc(N2C(=O)C3CC=CCC3C2=O)cc1 (stereo not given)
-0.1 | -7 | 6 | 1 | 0 | 3 | -2 | 9 | 4.0 | i | COC(=O)c1sccc1NC(=O)c1cc(-c2cc(C)ccc2C)nc2ccccc12
0.9 | 6 | -7 | 13 | -16 | -1 | -47 | 3 | 1.9 | i | CCCCNC(=O)C(CC)(ONc1ccccc1C(F)(F)F)c1ccccc1OC (stereo not given)
-0.1 | 6 | -2 | -1 | 4 | 2 | -7 | -2 | -2.0 | i | CC(C)CCCN1C(N(C)C)=NC[C@@H]1Cc1ccccc1
0.1 | 1 | -8 | 23 | -43 | 4 | -147 | -2 | 1.5 | + | COc1cc(/C=C2/C(=O)NN(c3ccc(Cl)cc3)C2=O)cc(OC)c1O
-0.2 | -2 | -6 | 7 | 3 | -2 | -1 | -6 | -1.2 | i | CC(=O)c1cccc(CN2CCC(CO)(CCCc3ccccc3)CC2)c1
-0.2 | -1 | -7 | -2 | 4 | 0 | -2 | -3 | -0.2 | i | CCOc1ccc(NC(=O)CSc2nnc(-c3ccco3)n2N)cc1
-1.5 | -2 | -10 | 1 | 0 | 1 | -12 | -7 | 2.0 | i | Cc1cc(C)c2c(-n3cccc3)c(NC(=O)OC(C)C)sc2n1
-1.0 | -1 | -6 | 1 | -25 | -1 | -16 | -1 | -0.9 | i | O=[N+]([O-])c1cccnc1NCc1cccs1
0.8 | 8 | -3 | -3 | 1 | -2 | -4 | 5 | 0.3 | i | CC(C)(C)n1nc2c(c1NC(=O)c1ccc(Br)cc1)CS(=O)C2 (stereo not given)
0.0 | 1 | -1 | 5 | -3 | -1 | -2 | 1 | -1.5 | i | CCC(C)C(NS(=O)(=O)c1ccc(C)cc1)C(=O)O (stereo not given)
-0.3 | 3 | -3 | -2 | 4 | 1 | -8 | 3 | -0.9 | i | CN(C(=O)CSc1nnc(-c2ccc3c(c2)OCO3)o1)C1CCS(=O)(=O)C1 (stereo not given)
-0.7 | -10 | -1 | -1 | 2 | 2 | -1 | 9 | 2.1 | i | CC1Cc2cc(S(=O)(=O)N3CCN(c4cccc(Cl)c4)CC3)ccc2N1C(=O)C1CC1 (stereo not given)
-0.8 | 1 | -2 | -2 | -5 | -1 | 4 | -8 | -1.1 | i | COc1ccccc1C(=O)Nc1c(C(=O)N2CCN(C)CC2)oc2ccccc12
-0.9 | 0 | -8 | -1 | 2 | -1 | 0 | 7 | 0.3 | i | COc1ccc(CCNC(=O)C2CCC(=O)N2S(=O)(=O)c2ccc(C)cc2)cc1 (stereo not given)
-0.5 | 1 | -8 | -3 | -2 | 0 | 20 | -1 | -1.6 | i | O=C(/C=C/c1ccccc1)NC(=S)Nc1ncccn1
-1.1 | -4 | -4 | -2 | 3 | 1 | -2 | 10 | 0.2 | i | Cn1nc(NC(=O)C(C)(C)C)c2c(F)cccc21
-0.4 | -2 | -7 | 0 | 4 | 2 | -2 | -6 | -0.7 | i | COC(=O)C1Cc2ccccc2CN1S(=O)(=O)c1ccc(F)cc1 (stereo not given)
-0.2 | -3 | -4 | 4 | -2 | 5 | 29 | 3 | 2.1 | i | Cn1c(-c2sc(=S)n(-c3ccccc3)c2N)nc2ccccc21
0.2 | -2 | -11 | -8 | 3 | -2 | -3 | -9 | -0.8 | i | Cc1ccc(Cn2ncn(-c3ccccc3)c2=O)cc1
0.4 | 0 | -9 | -11 | 0 | 2 | -12 | -9 | 0.0 | i | Cc1ccc(NS(=O)(=O)c2cccc(C(=O)NCC(c3cccs3)N(C)C)c2)cc1 (stereo not given)
1.3 | 0 | 1 | -1 | 6 | 7 | 14 | 6 | -2.1 | i | COc1cccc(C2CC(=O)C3=C(C2)Nc2ccccc2N(C(=O)CCC(=O)O)C3c2ccc(F)cc2)c1 (stereo not given)
-0.7 | 2 | 4 | 0 | 4 | -4 | 5 | -7 | -1.4 | i | CCC(=O)N/C(N)=N/c1nc2ccccc2o1

# Assay outcomes deposited in PubChem by several laboratories.
